TCR act = activates T cell receptor signaling; primary human leukocytes, anti-CD3, IL-2 HTRF, 48 h; 330,000 tested, under 10 active; AID 504894; Potency, µM (top dose mostly 9.22 µM), for inactives: at the highest dose activation of IL-2 secretion, most hits filed as activators; also: % of control where 0% means no effect
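Primary human leukocytes incubated 48 hr with anti-CD3 beads plus compound, without co-stimulation. Secreted IL-2 measured by HTRF (europium cryptate/d2 anti-IL-2 pair, 320 nm excitation, 665 nm emission).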
Eya2 phos inh = Eya2 (human) phosphatase inhibition; O00167; recombinant Eya2, OMFP fluorescence dephosphorylation (OMFP is methylfluorescein phosphate); Potency, µM (titrated, usually from 76.9 µM), for inactives: top-dose activity, negative = inhibition, usual class: inhibitors; 0.006% of 330,000 active; AID 488837; also: potency is read from the fitted curve at half-maximal effect; % is scaled to controls: 0 for no effect and ±100 for the full control effect
Target sequence (O00167 whole entry, looked up): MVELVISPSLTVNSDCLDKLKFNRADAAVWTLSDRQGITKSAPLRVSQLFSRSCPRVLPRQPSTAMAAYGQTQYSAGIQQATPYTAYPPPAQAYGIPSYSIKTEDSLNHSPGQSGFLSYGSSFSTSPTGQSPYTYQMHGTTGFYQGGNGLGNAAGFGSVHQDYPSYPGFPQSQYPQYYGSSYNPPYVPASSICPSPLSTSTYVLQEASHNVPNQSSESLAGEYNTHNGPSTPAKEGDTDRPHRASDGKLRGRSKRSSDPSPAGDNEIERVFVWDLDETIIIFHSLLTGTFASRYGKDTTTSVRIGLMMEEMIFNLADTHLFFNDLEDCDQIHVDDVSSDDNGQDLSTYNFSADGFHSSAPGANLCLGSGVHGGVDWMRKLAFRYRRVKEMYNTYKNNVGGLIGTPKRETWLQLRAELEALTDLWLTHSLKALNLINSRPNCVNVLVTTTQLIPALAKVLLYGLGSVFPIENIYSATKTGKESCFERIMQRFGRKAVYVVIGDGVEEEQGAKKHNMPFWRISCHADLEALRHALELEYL
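Eya2 protein (added as 0.2 uM solution) was preincubated with compound for 10 min at ambient temperature in 50 mM HEPES pH 7.5, 50 mM NaCl, 5 uM MgCl2, 0.05% BSA, 1 mM DTT. OMFP (added at 50 uM) then reacted 10 min; fluorescence read at 485/525 nm.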
Mito fusion act = mitochondrial division inhibition or fusion activation | S. cerevisiae fusion-defective mutant growth rescue, CellTiterGlo 48 h | Potency, µM (titrated, usually from 46.1 µM), without a hit: top-dose growth rescue (activation), actives largely listed as activators | 0.23% of 320,000 active | AID 485298;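 also: potency is read from the fitted curve at half-maximal effect; % of control where 0% means no effect; nearly all actives have a fitted effect of over 45% in size; temperature-sensitive fusion mutants such as fzo1-1 at 37 °C on non-fermentable ethanol glycerol medium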
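S. cerevisiae fusion-defective temperature-sensitive mutants (e.g. fzo1-1, mgm1-5) grown 48 h at 37C in YPEG (ethanol/glycerol non-fermentable) medium with 23 nl compound per well; growth rescue read as CellTiterGlo luminescence.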
uPA surface inh = inhibitors of cell surface uPA generation; Potency, µM (top dose mostly 38.3 µM), for the others: at the top dose activity change, negative = inhibition, most hits filed as inhibitors; 0.31% of 330,000 active; AID 540303; cell surface uPA generation assay, qHTS; active = well fitted inhibition curve with a large enough effect; inconclusive = small, poorly fitted or top-dose-only effect; inactive = no such curve, though single readings can be large or run the other way; tested in mouse RAW 264.7 cells; also: potency is read from the fitted curve at half-maximal effect; % is scaled to controls: 0 for no effect and ±100 for the full control effect; nearly all actives have a fitted effect of over 55% in size
BCR signal inh = chronic active BCR signaling inhibition. Potency, µM (top dose mostly 46.1 µM), without a hit: at the top dose ratio change, negative = lower green/red ratio, hits mostly inhibitors. 0.05% of 340,000 active. ABC-DLBCL IkBa-CBG/CBR reporter, luminescence ratio, 4 h; active = well fitted inhibition curve with a large enough effect in the signal ratio, with a control signal flat, not every such curve was filed as active; inconclusive = small, poorly fitted or top-dose-only effect, or effect the other way, or a change in a side signal; the % refers to the signal ratio;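 also: potency is read from the fitted curve at half-maximal effect; plate controls were basal doxycycline-induced cells for no effect and cells given 10 µM MG132 for full effect; MG132 reads +100%, hits lower the ratio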
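Concentration-response series (up to 46 uM) were applied to TMD8 dual-reporter cells for 4 h at 37C with doxycycline. Green/red ratio, after filter-overlap correction, defined %Activity; red signal alone was normalised to basal cells and zero luminescence.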
B2AR arrestin = recruits beta-arrestin to the human beta2-adrenergic receptor; P07550; beta-arrestin recruitment to beta2AR, cell-based reporter; Potency, µM (titrated, usually from 46.1 µM), for the others: at the highest dose activation, most hits filed as activators; 0.02% of 330,000 active; AID 492947;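 also: potency is read from the fitted curve at half-maximal effect; 0% = DMSO controls and full agonism = EC100 isoproterenol or metaproterenol; nearly all actives have a fitted effect of over 65% in size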
USP2a block = USP2a (human) protease inhibition; 0.01% of 330,000 active; Potency, µM (titrated, usually from 38.3 µM), without a hit: at the highest dose activity change, negative = inhibition, most hits filed as inhibitors; O75604; AID 463254; USP2 core, Ub-CHOP2 coupled fluorogenic reporter, 485/531;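 also: potency is read from the fitted curve at half-maximal effect; plate controls were DMSO wells for no effect and full inhibition by NEM control for full effect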
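USP2 core (10nM final) preincubated 30min RT with compound in 20mM Tris-HCl pH 8.0, 2mM CaCl2, 2mM beta-mercaptoethanol, 0.05% CHAPS; 25nM Ub-CHOP2 plus 25nM reporter substrate added, fluorescence (Ex485/Em531) read after 60min.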
TSHR antag = blocks TSH signaling through the human TSH receptor. TSHR-expressing cells, TSH-stimulated cAMP HTRF, 2 h; hits give low values. AID 504810. 0.2% of 330,000 active. activity change, negative = inhibition, % at 11.5 µM;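 active = activity change below a set negative limit, meaning inhibition stronger than a set level, cut at about -70% in these data; inconclusive = activity change between two set negative limits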; also: % is scaled to controls: 0 for no effect and ±100 for the full control effect
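TSHR-expressing cells were treated with compounds, then stimulated with TSH at EC80 (4nM final) for 2 hours at 37 deg C. Cellular cAMP was measured by HTRF competition between lysate cAMP and cAMP-d2 for a cryptate-labelled anti-cAMP antibody.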
ELG1 DNA repair = inhibitors of ELG1-dependent DNA repair in HEK293T cells. HEK293T ELG1-luciferase reporter, luminescence, 16 h; DNA damage induced by 5-fluorouridine. Potency, µM (doses to about 46.1 µM), for the others: at the highest dose activity change, negative = inhibition, usual class: inhibitors. 2.3% of 330,000 active. AID 504467; also: potency is read from the fitted curve at half-maximal effect; % is scaled to controls: 0 for no effect and ±100 for the full control effect; nearly all actives have a fitted effect of over 55% in size
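Cells (2,000 per well) received 5-fluorouridine plus test compound or DMSO and were incubated 16 hr at 37 °C, 5% CO2. Luciferase activity was read by luminescence 30 min after ONE-Glo addition; signal suppression marked inhibition of damage-induced ELG1 function.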
PTAP TSG101 blk = blocks PTAP/TSG101 interaction to inhibit HIV-1 budding; 340,000 tested, under 10 active; Q99816; Potency, µM (top dose mostly 115 µM), without a hit: top-dose activity change, negative = inhibition, actives largely listed as inhibitors; Fluorescence polarization, FITC-PTAP peptide / Tsg101 binding; AID 493005; active = well fitted inhibition curve with a large enough effect in the main read-out, with a control signal flat, not every such curve was filed as active; inconclusive = small, poorly fitted or top-dose-only effect, or effect the other way, or a change in a side signal; inactive = no such curve, though single readings can be large or run the other way; also: potency is read from the fitted curve at half-maximal effect; % of control where 0% means no effect
Target sequence (Q99816 whole entry, looked up): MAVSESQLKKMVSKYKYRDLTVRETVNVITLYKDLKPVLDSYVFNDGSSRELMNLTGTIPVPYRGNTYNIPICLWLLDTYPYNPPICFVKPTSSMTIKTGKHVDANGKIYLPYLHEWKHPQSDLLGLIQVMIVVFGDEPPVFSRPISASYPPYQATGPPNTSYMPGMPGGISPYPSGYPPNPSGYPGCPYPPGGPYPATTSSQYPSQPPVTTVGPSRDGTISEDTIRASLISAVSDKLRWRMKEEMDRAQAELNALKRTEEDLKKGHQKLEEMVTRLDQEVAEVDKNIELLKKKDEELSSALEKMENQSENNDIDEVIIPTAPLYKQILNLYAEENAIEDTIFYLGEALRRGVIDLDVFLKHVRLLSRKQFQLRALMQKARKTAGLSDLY
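Fluorescence polarization binding of Tsg101 binding domain (10 uM final) to FITC-labeled PTAP peptide (50 nM final) in HEPES pH 7.5 buffer with NaCl, Tween 20, EDTA, TCEP. Compounds added before peptide; binding 20 min at RT.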
Tb PFK inh = T. brucei PFK enzyme inhibition | O15648 | T. brucei PFK, ADP-Glo luminescence | Potency, µM (top dose mostly 57.5 µM), without a hit: at the top dose activity, negative = inhibition, actives largely listed as inhibitors | 0.17% of 330,000 active | AID 485367;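 also: potency is read from the fitted curve at half-maximal effect; 0% = uninhibited 1x PFK enzyme wells and -100% = no-enzyme wells; nearly all actives have a fitted effect of over 60% in size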
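Luminescent ADP detection (ADP-Glo, two-step: ATP depletion then ADP-to-ATP conversion for luciferase) reported PFK activity after 45 min room-temperature reaction of 1.25 nM enzyme with 0.5 mM F6P and 0.1 mM ATP at pH 8.0.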
Active calls of the source: *; u = inconclusive; x = not tested or not shown; [ ] = remark or other dose. Unless noted, calls follow the shape of the dose curve; as a rule, active = well fitted curve in the direction sought with a large enough effect; inconclusive = small, poorly fitted or top-dose-only effect, or another doubt; inactive = no such curve, though single readings can be large; an effect the other way counts as inactive or inconclusive.

A first look (two entries):
Values run as follows: TCR act, Eya2 phos inh, Mito fusion act, uPA surface inh, BCR signal inh, B2AR arrestin, USP2a block, TSHR antag, ELG1 DNA repair, PTAP TSG101 blk, Tb PFK inh
NS(=O)(=O)c1ccc(N/C=C\C(=O)c2ccc3ccccc3c2)cc1
 : 14%[46.1 µM], -11%, -4%, -1%, 0%, -0.1%, 1%, 0, 10%, -4%, 0%
CCN(CC)C(=O)C1CCCN(Cc2ccc(OC)c(C)c2)C1 (configuration not stated)
 : 0%, 9%, -4%, -1%, 1%, -0.7%, 0%, -1, 0%, -5%, -2%

The listing, from the first entry:
Values run as follows: TCR act, Eya2 phos inh, Mito fusion act, uPA surface inh, BCR signal inh, B2AR arrestin, USP2a block, TSHR antag, ELG1 DNA repair, PTAP TSG101 blk, Tb PFK inh
NS(=O)(=O)c1ccc(N/C=C\C(=O)c2ccc3ccccc3c2)cc1
 : 14%[46.1 µM], -11%, -4%, -1%, 0%, -0.1%, 1%, 0, 10%, -4%, 0%
CCN(CC)C(=O)C1CCCN(Cc2ccc(OC)c(C)c2)C1 (configuration not stated)
 : 0%, 9%, -4%, -1%, 1%, -0.7%, 0%, -1, 0%, -5%, -2%
Cc1ccccc1OCC(=O)Nc1ccc2c(c1)C(=O)c1ccccc1C2=O
 : -6%, 2%, u, 5%, -2%, -0.5%, 3%, -4, u, 1%, 1%
O=C(N1CCN(c2ccccc2F)CC1)C1(c2cccs2)CCOCC1
 : 3%[46.1 µM], -5%, 13%, 11%, -3%, -0.7%, 7%, -6, -7%, -6%, -7%
COc1ccc(/C=C/C(=O)NC(=S)N2CCN(c3ccccn3)CC2)cc1OC
 : -9%, 9%, -4%, -10%, -24%, -0.3%, -6%, 21, -29%, -1%, 1%
CCn1c(SCC(=O)N2CCN(c3ccccc3)CC2)nnc1-c1cc2cc(Cl)ccc2o1
 : x, -10%, -2%, 5%, 0%, -0.1%, 0%, 2, u, 3%, -9%
CNC(=O)c1ccccc1NC(=O)c1cccc(S(=O)(=O)N2CCCCC2)c1
 : 2%, -18%, -5%, 1%, u, 0.0%, -1%, -18, u, 0%, 1%
CCc1noc(C)c1C(=O)OCC(=O)NCc1ccc(Cl)cc1
 : 0%, 0%, x, 1%, -7%, 0.1%, 0%, 4, -3%, -10%, -13%
O=C(C1CCCO1)N1CCN(C(c2ccccc2)c2ccccc2)CC1 (configuration not stated)
 : 12%, -11%, -8%, -4%, 2%, -0.3%, -7%, 3, 0%, -12%, 0%
CCn1cc(C(=O)NC2CCCCCC2)c2cc(OC)c(OC)cc2c1=O
 : 5%, -24%, -2%, -5%, -2%, -0.4%, 3%, -3, 13µM*, -10%, -11%
CCC(c1nnnn1Cc1ccc2c(c1)OCO2)N1CCN(CC)CC1 (configuration not stated)
 : -8%, 5%, -1%, x, 1%, -0.4%, 0%, -8, -6%, -2%, 2%
CCOc1ccc(N2C(=O)CC(NCc3ccc(S(N)(=O)=O)cc3)C2=O)cc1 (configuration not stated)
 : -5%, -5%, -4%, 2%, 2%, -0.6%, -1%, 3, -9%, 0%, 2%
COc1ccc(NC(=S)N2CCC(NC(=O)c3ccc(OC)cc3)CC2)cc1
 : -4%, -7%, 3%, 1%, 0%, -0.2%, 0%, 20, u, -3%, -25%
Cc1ccc(-n2c(SCC(=O)N(C)C3CCS(=O)(=O)C3)nc3ccccc3c2=O)c(C)c1 (configuration not stated)
 : -2%, -1%, x, -1%, 4%, -0.4%, 1%, -3, u, 0%, 11%
COc1ccc(CCNC(=O)c2sc3nc4n(c(=O)c3c2C)CCC4)cc1
 : -13%, -23%, 3%, 9%, 0%, 0.0%, -3%, -4, u, -3%, 4%
Cc1sc2ncnc(SCC(=O)N3CCCC(C(F)(F)F)C3)c2c1C (configuration not stated)
 : 0%, 1%, 1%, 4%, 0%, 0.3%, 0%, -13, -8%, 0%, -1%
CSCCC(NS(=O)(=O)c1ccc(C)cc1)C(=O)N1CCN(C(c2ccccc2)c2ccccc2)CC1 (configuration not stated)
 : -2%, 12%, 10%, -19%, 6%, 0.2%, 4%, -3, -9%, 2%, 0%
Cc1nc2sc(C(c3cccs3)N3CCN(Cc4ccccc4)CC3)c(O)n2n1 (configuration not stated)
 : -4%, 0%, 3%, 5%, 15%, 0.1%, 1%, -2, 5%, -3%, 1%
O=S(=O)(c1ccccc1)c1nc(-c2cccs2)oc1NCCCn1ccnc1
 : -18%, 4%, 0%, -2%, 5%, -0.4%, 0%, -14, 4%, -5%, 9%
CSc1ccccc1C(=O)NCCOc1ccccc1C
 : 4%, -8%, -11%, 2%, 2%, 0.2%, 4%, -2, -13%, -4%, 5%
Cc1nnc(SCC(=O)Nc2ccc(F)cc2F)n(N)c1=O
 : 4%, -7%, 3%, -2%, -2%, -0.3%, 0%, -2, 6%, x, 1%
Cc1nn(Cc2ccc(Cl)cc2)c(C)c1NC(=O)Cn1nc([N+](=O)[O-])c(Cl)c1C
 : 4%, 25%, -2%, 0%, 4%, -0.5%, 9%, 27, -2%, -1%, 5%
CC(C)(C)c1ccc(S(=O)(=O)N2CCN(C3CCCC3)CC2)cc1
 : 0%, 14%, u, 0%, 2%, 0.0%, 1%, -5, -1%, 0%, -1%
O=C(NC(=S)NC1CCCC1)c1ccccc1
 : 5%, -2%, -7%, 2%, 1%, -0.6%, 1%, 0, u, -1%, 1%
COc1cc(Cl)c(C)cc1NC(=O)COc1cc(C)nc(C(C)C)n1
 : 2%, 0%, -1%, -9%, -1%, 0.1%, -1%, 4, -9%, -2%, -5%
O=C(Nc1ccccc1)/C(=C/c1cccnc1)NC(=O)c1ccccc1
 : -7%, -5%, -2%, -6%, 2%, -0.9%, 4%, 8, 10%, -3%, 0%
COc1ccccc1NC(=O)CSc1nnc(Cc2cc(=O)[nH]c(=O)[nH]2)n1-c1ccccc1
 : -3%, 1%, -5%, 4%, 8%, 0.0%, 1%, 4, 19%, 0%, -5%
Cc1ccc(C(=O)OCC(=O)Nc2ccc3c(c2)OCO3)cc1S(=O)(=O)N1CCOCC1
 : 1%, 10%, 4%, 5%, 0%, 0.3%, 0%, 11, -8%, -3%, 0%
O=C(c1cnc2ccccn2c1=O)N1CCCc2ccccc21
 : -3%, 10%, 0%, x, -1%, 0.2%, 0%, 15, 25%, -10%, -8%
Cc1ccnc(NC(=O)COc2ccc3oc4c(c3c2)CCCC4)c1
 : -1%[46.1 µM], -3%, -2%, 4%, 0%, 0.1%, 3%, -11, u, 5%, -1%
CCOC(=O)CC1C(=O)NCCN1S(=O)(=O)c1ccc(F)cc1 (configuration not stated)
 : 1%, 0%, -5%, -1%, 2%, 0.0%, 1%, -4, -2%, 0%, -1%
COCCNC(=O)c1ccccc1NC(=O)c1ccccc1N(C)S(=O)(=O)c1ccccc1
 : 4%, 7%, -1%, -5%, -19%, 0.0%, 1%, -4, -3%, 5%, 0%
CCOC(=O)N1CCN(C(=O)COc2ccc(S(=O)(=O)NC(C)C)cc2)CC1
 : 3%, -17%, -3%, 13%, u, -0.1%, 0%, 9, 1%, 2%, 0%
CCc1noc(C)c1C(=O)OCC(=O)N1CCc2ccccc21
 : 0%, 0%, 7%, -2%, -5%, -2.5%, 1%, -8, u, -8%, -1%
N#Cc1cccc(C(=O)OCC(=O)c2ccc3c(c2)NC(=O)CO3)c1
 : 4%, 12%, 5%, 2%, 5%, -0.3%, 3%, -7, 12%, 0%, 0%
Cc1onc(-c2ccccc2)c1C(=O)Nc1ccc(Cl)c(S(=O)(=O)N2CCOCC2)c1
 : -1%, -2%, 5%, 1%, 2%, -1.5%, -1%, -1, -26%, -4%, 0%

Ordered by value in Eya2 phos inh (rising): three of the compounds above
smiles,Eya2 phos inh
NS(=O)(=O)c1ccc(N/C=C\C(=O)c2ccc3ccccc3c2)cc1,-11%
Cc1ccc(-n2c(SCC(=O)N(C)C3CCS(=O)(=O)C3)nc3ccccc3c2=O)c(C)c1 (configuration not stated),-1%
CCC(c1nnnn1Cc1ccc2c(c1)OCO2)N1CCN(CC)CC1 (configuration not stated),5%

Screens (PubChem)
